Bioassay records: PubChem BioAssay, Broad Institute
NSD2 inh = blocks human NSD2 histone methyltransferase activity; O96028; NSD2-SET H3K36me1 DELFIA fluorescence, biochemical; inhibition, % at 12.5 µM; 44,000 tested, 0.07% active; AID 624260; in the data active = inhibition above about 54%, passing the limit was not always enough; inconclusive = no clear call, values can overlap the other calls;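 also: inhibitors reduce the monomethyl H3K36 fluorescence signal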
Target sequence (O96028 whole entry, looked up): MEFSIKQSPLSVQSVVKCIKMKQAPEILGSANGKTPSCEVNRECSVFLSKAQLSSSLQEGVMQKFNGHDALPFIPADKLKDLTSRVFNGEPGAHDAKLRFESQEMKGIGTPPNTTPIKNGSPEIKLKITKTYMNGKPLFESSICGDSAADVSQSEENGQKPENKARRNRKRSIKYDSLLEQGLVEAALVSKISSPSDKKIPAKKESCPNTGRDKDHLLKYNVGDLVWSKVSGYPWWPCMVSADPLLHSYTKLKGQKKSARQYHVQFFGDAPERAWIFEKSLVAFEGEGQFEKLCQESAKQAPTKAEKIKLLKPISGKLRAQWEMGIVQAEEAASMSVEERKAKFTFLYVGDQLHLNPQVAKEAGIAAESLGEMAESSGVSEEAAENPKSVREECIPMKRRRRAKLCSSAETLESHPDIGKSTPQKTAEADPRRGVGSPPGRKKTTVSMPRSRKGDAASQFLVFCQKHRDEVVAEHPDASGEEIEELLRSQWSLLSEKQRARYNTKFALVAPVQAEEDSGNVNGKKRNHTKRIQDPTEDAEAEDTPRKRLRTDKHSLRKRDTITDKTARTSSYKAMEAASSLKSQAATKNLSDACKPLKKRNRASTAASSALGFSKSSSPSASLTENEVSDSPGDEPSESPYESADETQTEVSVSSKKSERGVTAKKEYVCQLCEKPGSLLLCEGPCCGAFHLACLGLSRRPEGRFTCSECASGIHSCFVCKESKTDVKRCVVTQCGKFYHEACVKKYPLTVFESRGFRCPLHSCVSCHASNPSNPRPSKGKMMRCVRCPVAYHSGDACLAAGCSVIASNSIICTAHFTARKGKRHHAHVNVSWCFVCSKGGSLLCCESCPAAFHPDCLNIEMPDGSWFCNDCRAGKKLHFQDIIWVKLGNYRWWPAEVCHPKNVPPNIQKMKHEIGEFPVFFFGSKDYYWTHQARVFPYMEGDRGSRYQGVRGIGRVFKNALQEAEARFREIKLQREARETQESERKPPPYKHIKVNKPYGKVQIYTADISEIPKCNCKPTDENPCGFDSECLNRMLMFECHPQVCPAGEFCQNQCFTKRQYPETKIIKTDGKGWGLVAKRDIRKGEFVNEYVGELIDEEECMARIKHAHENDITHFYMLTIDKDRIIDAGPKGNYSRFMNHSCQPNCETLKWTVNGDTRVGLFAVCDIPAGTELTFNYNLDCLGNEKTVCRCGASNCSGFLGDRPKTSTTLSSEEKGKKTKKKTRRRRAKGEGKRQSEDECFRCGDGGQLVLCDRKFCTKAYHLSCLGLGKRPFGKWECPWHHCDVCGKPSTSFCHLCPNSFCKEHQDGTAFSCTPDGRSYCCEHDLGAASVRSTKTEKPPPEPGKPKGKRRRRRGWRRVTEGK
* hit, by the source's call; ? = inconclusive. A portion of the library; rates above refer to the full screens.

| Structure | NSD2 inh |
| --- | --- |
| Cc1ccc(S(=O)(=O)Nc2ccc3c(c2)CC(=O)N([C@@H](C)CO)C[C@@H](C)[C@H](CN(C)C(=O)Nc2ccccc2)O3)cc1 | 2.3 |
| C[C@@H]1CN([C@@H](C)CO)C(=O)c2cc(NS(=O)(=O)c3ccccc3)ccc2O[C@@H](C)CCCCO[C@H]1CN(C)C(=O)CCCN(C)C | ? |
| C[C@H](O)C#Cc1cnc2c(c1)C(=O)N([C@H](C)CO)C[C@@H](C)[C@H](CN(C)C(=O)CN1CCOCC1)O2 | 4.3 |
| Cc1noc(C)c1NC(=O)Nc1ccc2c(c1)CC(=O)N([C@@H](C)CO)C[C@@H](C)[C@@H](CN(C)Cc1ccc(C(=O)Nc3ccccc3N)cc1)O2 | -0.5 |
| COc1ccc(NC(=O)N(C)C[C@@H]2Oc3c(NC(=O)c4nc5ccccc5s4)cccc3C(=O)N([C@H](C)CO)C[C@H]2C)cc1 | -0.7 |
| O=C(O)C[C@@H]1C[C@H]2c3cc(NC(=O)c4ccc5c(c4)OCO5)ccc3O[C@H]2[C@H](CO)O1 | -0.2 |
| C[C@H]1CN([C@@H](C)CO)S(=O)(=O)c2ccc(C#CC3(O)CCCC3)cc2O[C@@H]1CN(C)CC1CC1 | -4.5 |
| O=C(N/N=C/c1ccc(-c2ccccc2)cc1)c1ccccc1O | 4.9 |
| O=C(C[C@@H]1C[C@H]2c3cc(NC(=O)C4CCOCC4)ccc3O[C@H]2[C@H](CO)O1)NCC1CC1 | 10.7 |
| CC(C)(C)OC(=O)NC1(/C=N/NC(=O)CCCCCC(=O)Nc2ccccc2O)CCCC1 | 4.1 |

3 structures out of the list, ordered by molecular weight, descending:
| Structure | NSD2 inh |
| --- | --- |
| Cc1ccc(S(=O)(=O)Nc2ccc3c(c2)CC(=O)N([C@@H](C)CO)C[C@@H](C)[C@H](CN(C)C(=O)Nc2ccccc2)O3)cc1 | 2.3 |
| C[C@H]1CN([C@@H](C)CO)S(=O)(=O)c2ccc(C#CC3(O)CCCC3)cc2O[C@@H]1CN(C)CC1CC1 | -4.5 |
| CC(C)(C)OC(=O)NC1(/C=N/NC(=O)CCCCCC(=O)Nc2ccccc2O)CCCC1 | 4.1 |

Other results follow.
| Structure | NSD2 inh |
| --- | --- |
| C[C@@H]1CN([C@H](C)CO)C(=O)c2cccc(NC(=O)Nc3ccc4c(c3)OCO4)c2O[C@H]1CN(C)C(=O)Nc1ccc2c(c1)OCO2 | 1.7 |
| C/C=C/c1ccc2c(c1)O[C@H](CN(C)CC1CCOCC1)[C@@H](C)CN([C@@H](C)CO)S2(=O)=O | 7.7 |
| COCC#Cc1ccc2c(c1)O[C@@H](CN(C)CC1CCOCC1)[C@@H](C)CN([C@@H](C)CO)S2(=O)=O | 5.7 |
| CCCC#Cc1cnc2c(c1)C(=O)N([C@@H](C)CO)C[C@@H](C)[C@@H](CN(C)C(=O)NC1CCCC1)O2 | -5.7 |
| COc1ccc(CN(C)C[C@H]2Oc3c(NC(=O)c4cc(C)nn4C)cccc3C(=O)N([C@@H](C)CO)C[C@@H]2C)cc1 | 7.1 |
| CC(C)C#Cc1ccc2c(c1)O[C@@H](CN(C)C(=O)c1ccccn1)[C@@H](C)CN([C@@H](C)CO)S2(=O)=O | -11.1 |
| COc1ccc(CN(C)C[C@H]2OCCCC[C@H](C)Oc3ccc(NC(=O)CCC(F)(F)F)cc3C(=O)N([C@@H](C)CO)C[C@@H]2C)cc1 | -0.1 |
| COC(=O)Cn1nnc(-c2nnn(COC(C)=O)c2-c2ccccc2)c1-c1ccccc1 | -2.1 |
| COc1ccccc1-c1cnc2c(c1)C(=O)N([C@H](C)CO)C[C@H](C)[C@@H](CN(C)Cc1ccc(C(=O)O)cc1)O2 | -4.0 |
| C[C@@H]1CN([C@@H](C)CO)C(=O)Cc2cc(NC(=O)Cc3cn(C)c4ccccc34)ccc2O[C@H]1CN(C)Cc1ccc(-c2ccccc2)cc1 | -2.1 |
| COc1cccc(NC(=O)N(C)C[C@H]2Oc3ncc(/C=C/c4ccccc4)cc3C(=O)N([C@@H](C)CO)C[C@H]2C)c1 | -3.2 |
| CN(C)c1ccc2c(c1)[C@H]1C[C@H](CC(=O)O)O[C@H](CO)[C@H]1O2 | 4.2 |
| CCOC(=O)N(C)C[C@H]1OCc2ccccc2-c2ccccc2C(=O)N([C@@H](C)CO)C[C@H]1C | -3.5 |
| COc1ccc(S(=O)(=O)N(C)C[C@@H]2Oc3ccc(NC(=O)c4ccncc4)cc3C(=O)N([C@@H](C)CO)C[C@H]2C)cc1 | -2.3 |
| C[C@H](CO)N1C[C@H](C)[C@@H](CN(C)S(=O)(=O)c2ccc(-c3ccccc3)cc2)OCc2cn(nn2)CCCC1=O | 2.3 |
| COCC(=O)Nc1ccc2c(c1)[C@@H]1C[C@H](CC(=O)NCc3ccc4c(c3)OCO4)O[C@@H](CO)[C@@H]1O2 | -5.4 |
| CC(C)NC(=O)N(C)C[C@H]1Oc2ncc(C#CCC3CCCC3)cc2C(=O)N([C@H](C)CO)C[C@@H]1C | -3.1 |
| C[C@@H]1CN([C@H](C)CO)S(=O)(=O)c2ccc(Br)cc2O[C@@H]1CN(C)S(C)(=O)=O | 1.4 |
| C[C@@H]1CN([C@@H](C)CO)C(=O)c2cc(NC(=O)Nc3ccc(C(F)(F)F)cc3)ccc2O[C@@H]1CN(C)S(=O)(=O)c1cccs1 | -2.6 |
| CC(=O)N(C)C[C@@H]1Oc2cc(-c3ccc(F)cc3)ccc2S(=O)(=O)N([C@@H](C)CO)C[C@H]1C | 5.4 |
| COc1ccccc1-c1cnc2c(c1)C(=O)N([C@H](C)CO)C[C@H](C)[C@H](CN(C)C(=O)CC1CC1)O2 | -1.1 |
| C[C@H]1CN([C@@H](C)CO)S(=O)(=O)c2ccc(C3=CCCC3)cc2O[C@@H]1CN(C)C(=O)C1CCOCC1 | 1.8 |
| CC(C)NC(=O)N(C)C[C@H]1OCCCC[C@@H](C)Oc2ccc(NS(=O)(=O)c3ccc(Cl)cc3)cc2C(=O)N([C@H](C)CO)C[C@@H]1C | -2.2 |
| COc1ccc([Si](C)(C)[C@H]2[C@H](CCO)O[C@@]3(C(=O)N(Cc4ccccc4)c4ccc(NC(=O)[C@H](C)O)cc43)[C@@H]2C)cc1 | -0.2 |
| C[C@@H]1CN([C@@H](C)CO)C(=O)c2cc(-c3ccncc3)cnc2O[C@@H]1CN(C)C(=O)c1ccccc1F | -24.1 |
| C[C@@H]1CN([C@@H](C)CO)C(=O)c2cc(-c3ccc(F)cc3)cnc2O[C@H]1CN(C)C(=O)C1CCC1 | 2.9 |
| C[C@@H]1CN([C@@H](C)CO)C(=O)c2c(c3ccccc3n2C)-c2ccccc2CO[C@@H]1CN(C)S(=O)(=O)c1cccs1 | -7.3 |
| O=C1O[C@@H](c2ccccc2)[C@@H](c2ccccc2)N2[C@@H](c3ccccc3OCCO)[C@]3(C(=O)Nc4ccc(C#CC5(O)CCCCCC5)cc43)[C@@H](C(=O)N3CCCCCCC3)[C@H]12 | 0.0 |
| COCCCNC(=O)[C@@]1(CCS(=O)(=O)c2ccccc2)N=C(c2ccc(OCCCO)cc2)O[C@H]1c1ccccc1 | -3.4 |
| C[C@@H]1CN([C@H](C)CO)C(=O)c2cccc(NS(C)(=O)=O)c2O[C@H]1CN(C)S(=O)(=O)c1ccccc1 | 2.8 |

Reprinted from the part before: 2 compounds, followed by the next part.
| Structure | NSD2 inh |
| --- | --- |
| COCCCNC(=O)[C@@]1(CCS(=O)(=O)c2ccccc2)N=C(c2ccc(OCCCO)cc2)O[C@H]1c1ccccc1 | -3.4 |
| C[C@@H]1CN([C@H](C)CO)C(=O)c2cccc(NS(C)(=O)=O)c2O[C@H]1CN(C)S(=O)(=O)c1ccccc1 | 2.8 |
| C[C@H](CO)N1C[C@H](C)[C@H](CN(C)C(=O)Nc2ccccc2)OCc2ccccc2-c2c(n(C)c3ccccc23)C1=O | -5.5 |
| C[C@H](CO)N1C[C@H](C)[C@H](CN(C)C)OCCCC[C@H](C)Oc2ccc(NC(=O)Nc3ccc(C(F)(F)F)cc3)cc2C1=O | 11.1 |
| Cc1noc(C)c1NC(=O)N(C)C[C@@H]1Oc2cc(C#CCN(C)C)ccc2S(=O)(=O)N([C@H](C)CO)C[C@H]1C | 27.2 |
| C[C@@H]1CN([C@H](C)CO)C(=O)c2cccc(NC(=O)CCCCCC(=O)Nc3ccccc3N)c2O[C@H]1CN(C)Cc1ccc(C(F)(F)F)cc1 | 0.5 |
| C[C@@H]1CCCCO[C@H](CN(C)C(=O)NC2CCCCC2)[C@H](C)CN([C@H](C)CO)C(=O)c2cc(NS(=O)(=O)c3ccc(Cl)cc3)ccc2O1 | 5.7 |
| COc1ccccc1NC(=O)N(C)C[C@H]1OCc2cnnn2CCCC(=O)N([C@@H](C)CO)C[C@H]1C | 6.9 |
| C[C@@H]1CN([C@H](C)CO)C(=O)c2cc(NS(C)(=O)=O)ccc2O[C@@H](C)CCCCO[C@H]1CN(C)C(=O)NC1CCCCC1 | 1.7 |
| CC(C)NC(=O)N(C)C[C@@H]1Oc2cc(C#CCN(C)C)ccc2S(=O)(=O)N([C@H](C)CO)C[C@@H]1C | 0.5 |
| CCCN(C)C[C@H]1OCCCC[C@@H](C)Oc2ccc(NS(=O)(=O)c3ccc(Cl)cc3)cc2C(=O)N([C@@H](C)CO)C[C@H]1C | -0.2 |
| O=C(C[C@H]1C[C@H]2c3cc(NC(=O)c4cccnc4)ccc3O[C@H]2[C@H](CO)O1)NCc1cccc(F)c1 | -0.8 |
| C[C@@H]1CN([C@H](C)CO)C(=O)Cc2cc(NC(=O)Nc3ccc4c(c3)OCO4)ccc2O[C@H]1CN(C)Cc1ccncc1 | -0.1 |
| C[C@H](CO)N1C[C@H](C)[C@H](CN(C)C(=O)NC2CCCCC2)Oc2ncc(Br)cc2C1=O | 13.2 |
| C/C=C/c1ccc2c(c1)O[C@H](CN(C)C(=O)c1ccc3c(c1)OCO3)[C@H](C)CN([C@@H](C)CO)S2(=O)=O | 4.1 |
| C[C@@H]1CN([C@H](C)CO)C(=O)c2cccc(NC(=O)Nc3ccc4c(c3)OCO4)c2O[C@@H]1CN(C)Cc1ccc(C(=O)Nc2ccccc2N)cc1 | 0.4 |
| Cc1ccc(S(=O)(=O)N(C)C[C@H]2OCCCC[C@@H](C)Oc3ccc(NS(=O)(=O)c4ccc(Cl)cc4)cc3C(=O)N([C@@H](C)CO)C[C@H]2C)cc1 | -1.6 |
| COc1ccc(S(=O)(=O)Nc2ccc3c(c2)C(=O)N([C@H](C)CO)C[C@@H](C)[C@H](CN(C)C(=O)Nc2ccccc2)O3)cc1 | -1.4 |
| NC(=O)[C@@H]1[C@H]2C(=O)O[C@H](c3ccccc3)[C@H](c3ccccc3)N2[C@H](c2ccccc2OCCO)[C@@]12C(=O)Nc1ccc(C#CC3(O)CCCCCC3)cc12 | -1.8 |
| CC(C)NC(=O)N(C)C[C@H]1Oc2cc(C#CC(C)(C)O)ccc2S(=O)(=O)N([C@H](C)CO)C[C@@H]1C | 2.3 |
| C#CCNC(=O)C1=C[C@H](c2ccc(C(F)(F)F)cc2)C[C@H](OCCCCO)O1 | -5.1 |
| O=C(O)CCCCCC(=O)N/N=C/c1cc(O)ccc1Br | 3.6 |
| C[C@@H]1CCCCO[C@@H](CN(C)C)[C@H](C)CN([C@@H](C)CO)C(=O)c2cc(NC(=O)c3ccncc3)ccc2O1 | -4.4 |
| COc1ccc(S(=O)(=O)N[C@H]2C=C[C@H](CC(=O)N3CCc4ccccc4C3)O[C@@H]2CO)cc1 | 0.4 |
| C[C@H]1CN([C@@H](C)CO)C(=O)c2cc(NC(=O)Nc3cccc4ccccc34)ccc2O[C@H]1CN(C)Cc1ccccc1 | -4.0 |
| C[C@H]1CN([C@@H](C)CO)C(=O)c2cc(NC(=O)CCC(F)(F)F)ccc2O[C@H]1CN(C)C | 3.3 |
| C[C@@H]1CCCCO[C@@H](CN(C)Cc2ccc3c(c2)OCO3)[C@@H](C)CN([C@H](C)CO)C(=O)c2cc(NS(=O)(=O)c3cccs3)ccc2O1 | 10.2 |
| CC(C)CC#Cc1cnc2c(c1)C(=O)N([C@H](C)CO)C[C@@H](C)[C@@H](CN(C)C(=O)c1cccc(F)c1)O2 | -2.5 |
| C[C@H]1CCCCO[C@H](CN(C)C(=O)CCC(F)(F)F)[C@@H](C)CN([C@@H](C)CO)C(=O)c2cc(NS(=O)(=O)c3ccccc3)ccc2O1 | 0.7 |
| COc1ccc(S(=O)(=O)Nc2cccc3c2O[C@H](CN(C)Cc2ccc(C(=O)O)cc2)[C@H](C)CN([C@H](C)CO)C3=O)cc1 | -5.6 |
| C[C@@H]1CN([C@H](C)CO)C(=O)c2cc(-c3ccc(C(=O)N(C)C)cc3)cnc2O[C@@H]1CN(C)C(=O)c1cccnc1 | -5.4 |
| C[C@H]1CN([C@@H](C)CO)C(=O)c2cc(-c3ccccc3F)cnc2O[C@H]1CN(C)C(=O)C1CCCCC1 | -5.9 |
| CC(C)NC(=O)Nc1cccc2c1O[C@@H](CN(C)Cc1ccc(Cl)c(Cl)c1)[C@@H](C)CN([C@@H](C)CO)C2=O | -30.1 |
| COc1ccc(NC(=O)Nc2ccc3c(c2)C(=O)N([C@@H](C)CO)C[C@@H](C)[C@@H](CN(C)Cc2ccc(-c4ccccc4)cc2)O3)cc1 | 4.4 |
| C[C@H]1CCCCO[C@@H](CN(C)C(=O)Nc2ccc(C(F)(F)F)cc2)[C@@H](C)CN([C@@H](C)CO)C(=O)c2cc(NC(=O)Nc3cccc4ccccc34)ccc2O1 | 0.0 |
| C[C@@H]1CN([C@H](C)CO)C(=O)c2cc(NC(=O)Nc3ccc4c(c3)OCO4)ccc2O[C@@H](C)CCCCO[C@@H]1CN(C)S(=O)(=O)c1cn(C)cn1 | -0.6 |
| C=CC(=O)c1ccc2ccccc2c1 | 0.2 |
| CC(C)NC(=O)Nc1ccc2c(c1)C(=O)N([C@H](C)CO)C[C@H](C)[C@H](CN(C)S(=O)(=O)c1ccccc1)O2 | -2.8 |
| O=C(NO)c1cccc(C(=O)N/N=C/c2ccc[nH]2)c1 | 3.1 |
| C[C@@H]1CN([C@@H](C)CO)S(=O)(=O)c2ccc(-c3cccc(C#N)c3)cc2O[C@H]1CN(C)C(=O)c1ccncc1 | -3.4 |
| Cc1noc(C)c1NC(=O)Nc1ccc2c(c1)CC(=O)N([C@@H](C)CO)C[C@@H](C)[C@H](CN(C)Cc1ccc(C(=O)O)cc1)O2 | -1.6 |
